High-throughput results (PubChem BioAssay)
LYPLA2 inh = LYPLA2 inhibitors, primary screen, counter-screen for PME1 inhibitor project, biochemical, fluorescence polarization, FP-Rh probe ABPP; recombinant LYPLA2; inhibition, % at 5.9 µM; actives 0.38% (n = 320,000); AID 2177, 2009;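 active = inhibition above the screen-wide mean plus 3 SD, limit set per campaign, cut at about 26% in these data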;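 also: 0% = LYPLA2 with DMSO and 100% = wells lacking LYPLA2 enzyme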
PREPL inhibitor = PREPL enzyme inhibitors, primary screen, biochemical, fluorescence polarization. Prolyl endopeptidase-like (Homo sapiens), Q4J6C6. recombinant PREPL, fluorescence polarization activity-based probe. inhibition, % at 5.96 µM. actives 0.68% (n = 320,000). AID 2751, 2010; in the data active = inhibition above about 43%;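 also: 0% = enzyme with DMSO and 100% = wells lacking enzyme; many of its hits are not listed in these tables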
pPAFAH FP inh = pPAFAH enzyme inhibitors, primary screen, biochemical, fluorescence polarization, human; Platelet-activating factor acetylhydrolase (Homo sapiens), Q13093; recombinant pPAFAH, FP-rhodamine probe fluorescence polarization; inhibition, % at 3.39 µM; actives 1.5% (n = 330,000);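 active = inhibition above the mean inhibition across the screen plus 3 SD, cut at about 25% in these data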;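 also: inhibitors block binding of the rhodamine activity-based probe so polarization drops; 0% = enzyme with DMSO and 100% = wells lacking pPAFAH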
GSTO1 inh = inhibitors of recombinant GSTO1, primary screen, counter-screen for RBBP9 inhibitor project, biochemical, fluorescence polarization. AID 1974, 2009. actives 1.1% (n = 300,000). inhibition, % at 5.96 µM. activity-based probe fluorescence polarization;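 active = inhibition above the campaign mean inhibition plus 3 SD, cut at about 35% in these data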;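 also: 0% = GSTO1-1 with DMSO and 100% = wells lacking GSTO1-1 enzyme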
Target sequence (P78417 whole entry, looked up): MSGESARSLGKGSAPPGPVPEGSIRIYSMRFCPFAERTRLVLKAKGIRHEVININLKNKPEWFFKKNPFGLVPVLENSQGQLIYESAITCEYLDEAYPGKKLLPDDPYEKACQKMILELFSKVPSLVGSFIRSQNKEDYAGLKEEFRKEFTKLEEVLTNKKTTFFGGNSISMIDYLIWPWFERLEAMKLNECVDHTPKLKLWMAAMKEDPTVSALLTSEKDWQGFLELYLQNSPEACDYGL
PAD4 inh = human PAD4 inhibitors, primary screen, biochemical, fluorescence polarization, 1536-well format | recombinant PAD4, RCA probe fluorescence polarization | inhibition, % at 6.36 µM | actives 0.41% (n = 330,000);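 active = percent inhibition above a cutoff equal to the mean of all tested compounds plus 3 SD, cut at about 15% in these data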;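 also: 0% = PAD4 with RCA probe and DMSO and 100% = probe without PAD4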
PAFAH1B2 inh = PAFAH1B2 enzyme inhibitors, primary screen, biochemical, fluorescence polarization, human | inhibition, % at 3.39 µM | actives 1.2% (n = 340,000) | AID 492953, 2010 | recombinant PAFAH1B2, FP-rhodamine activity probe | Platelet-activating factor acetylhydrolase IB subunit alpha2 (Homo sapiens), P68402;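 active = inhibition above the mean of all tested compounds plus 3 SD, cut at about 24% in these data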;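 also: 0% = enzyme with DMSO and 100% = wells lacking PAFAH1B2; many of its hits are not listed in these tables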
Target sequence (P68402 whole entry, looked up): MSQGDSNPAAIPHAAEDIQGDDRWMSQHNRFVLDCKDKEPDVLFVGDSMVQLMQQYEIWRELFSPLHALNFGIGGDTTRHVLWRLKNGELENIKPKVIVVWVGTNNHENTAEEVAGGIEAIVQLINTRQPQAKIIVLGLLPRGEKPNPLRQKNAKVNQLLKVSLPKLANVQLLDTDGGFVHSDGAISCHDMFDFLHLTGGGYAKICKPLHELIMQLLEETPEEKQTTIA
LYPLA1 counter = LYPLA1 inhibitors, primary screen, counter-screen for PME1 inhibitor project, biochemical, fluorescence polarization, FP-Rh probe ABPP; AID 2174, 2009; actives 0.16% (n = 320,000); inhibition, % at 5.9 µM; recombinant LYPLA1;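 active = inhibition above the mean of all tested compounds plus 3 SD, set per campaign, cut at about 14% in these data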;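 also: inhibitors block serine hydrolase probe labeling of LYPLA1 so polarization falls; 0% = enzyme with DMSO and 100% = wells lacking LYPLA1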
PAFAH2 FP inh = PAFAH2 enzyme inhibitors, primary screen, biochemical, fluorescence polarization, human | Platelet-activating factor acetylhydrolase 2, cytoplasmic (Homo sapiens), Q99487 | actives 0.99% (n = 340,000) | AID 492956, 2010 | inhibition, % at 3.39 µM | recombinant PAFAH2, FP-rhodamine activity probe;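 active = inhibition above the mean over all tested compounds plus 3 SD, cut at about 30% in these data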;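 also: inhibitors block probe labeling of enzyme so polarization drops; 0% = enzyme with DMSO and 100% = wells lacking PAFAH2 protein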
PAFAH1B3 FP inh = PAFAH1B3 enzyme inhibitors, primary screen, biochemical, fluorescence polarization, human. Platelet-activating factor acetylhydrolase IB subunit alpha1 (Homo sapiens), Q15102. recombinant PAFAH1B3, FP-rhodamine probe. inhibition, % at 3.39 µM. actives 0.28% (n = 340,000). AID 492972, 2010;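 active = inhibition above the screen-wide average of all tested compounds plus 3 SD, cut at about 25% in these data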;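 also: 0% = enzyme with DMSO only and 100% = wells lacking PAFAH1B3 protein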
Target sequence (Q15102 whole entry, looked up): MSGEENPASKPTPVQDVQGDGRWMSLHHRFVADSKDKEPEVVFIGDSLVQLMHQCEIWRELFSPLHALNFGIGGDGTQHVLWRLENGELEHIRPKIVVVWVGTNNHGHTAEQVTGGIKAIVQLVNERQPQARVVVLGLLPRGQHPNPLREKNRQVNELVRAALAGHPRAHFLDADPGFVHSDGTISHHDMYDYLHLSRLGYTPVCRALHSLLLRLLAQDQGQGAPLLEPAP
* hit, by the source's call; . = not tested or not shown. Not all compounds are listed. The share of hits here may be higher or lower than overall.

compound	LYPLA2 inh	PREPL inhibitor	pPAFAH FP inh	GSTO1 inh	PAD4 inh	PAFAH1B2 inh	LYPLA1 counter	PAFAH2 FP inh	PAFAH1B3 FP inh
C/C=C(\C)CN1CCC(n2nccc2NC(=O)c2ccc(OC)cc2)CC1	-4	1	-9	8	-13	11	-9	7	-6
Cc1ccccc1NC(=O)C(=O)NCCCN1CCCC1=O	-2	4	-3	10	-2	-3	-4	1	3
Cc1cc(C(=O)NN=C2CCCC2)c2ccccc2n1	1	4	-2	-11	-1	-1	3	11	4
O=C(NC12CC3CC(CC(C3)C1)C2)N1CCN(S(=O)(=O)c2ccc(Cl)cc2)CC1	6	-1	2	-1	2	8	3	10	1
Nc1cc(C(F)(F)F)ccc1Nc1ccccc1	11	31	15	5	-2	0	2	-7	8
CCn1c(SCC(=O)NCc2ccccc2)nnc1-c1ccccc1O	1	-1	0	5	0	0	-4	3	10
COC(=O)c1c(C)[nH]c(C(=O)C(C)OC(=O)C2CC(=O)N(c3ccc(C)cc3)C2)c1C (centres undefined)	1	-7	-2	.	-4	0	-1	6	6
Cc1noc(C)c1C(=O)Nc1ccccc1C(=O)NCCc1ccccc1	-5	5	4	8	2	4	1	2	1
O=C(Nc1ccc2c(c1)CCC2)Nc1ccc2c(c1)OCO2	-2	5	25*	7	-1	2	-4	2	7
Cc1nc2ccccn2c1C(=O)NN	0	1	-2	2	0	2	-2	-8	2
Cc1cccc(S(=O)(=O)NNC(=O)c2sc(C)nc2C)c1	6	0	1	4	0	2	-1	-2	2
CC(Oc1cccc(F)c1)c1ccnc2nc(/N=C/N(C)C)nn12 (centres undefined)	-2	-1	2	-1	-1	-4	0	3	14
COC(=O)c1cc(NC(=O)CN2C(=O)CSC2=O)ccc1Cl	15	-6	5	-2	-7	5	-1	9	-1
COC(C[C@H]1O[C@@H]1C(=O)COCc1ccccc1)OC	1	3	5	9	-3	.	3	.	.
COc1ccc(C2NC(=O)N(C)C3=C2C(=O)CC(C)(C)C3)cc1OC (centres undefined)	0	6	0	-1	1	-4	-3	-7	4
COc1ccc(N(C(=O)Cn2nnc3ccccc32)C2(C(=O)NC3CCCC3)CCCCC2)cc1	4	10	5	6	3	0	3	-5	2
Cc1ccc(-c2c(C#N)c(N)n3c(nc4ccccc43)c2C#N)cc1	3	3	13	-15	-8	5	-8	46*	5
COc1ccc(OC)c(S(=O)(=O)N2CCc3ccccc3C2)c1	2	5	0	4	-2	8	-6	10	12
CCOC(=O)[C@H]1[C@H]2COc3cc(OC)ccc3[C@@H]2N2C(=O)c3cc(F)ccc3NC(=O)[C@@]12C	5	2	5	2	0	2	0	3	5
Cn1cccc1/C=C1\SC(=O)N(CC(=O)Nc2ccc(Cl)cc2)C1=O	-1	-6	0	1	-2	-3	-6	-6	2
O=C1CCCC(O)=C1C=Nc1cccc(C(F)(F)F)c1	1	-3	-6	0	-3	9	0	1	10
Cc1ccc(-n2ncc3c(=O)[nH]c(SCC(=O)N4CCCCC4)nc32)cc1	5	-7	-3	-4	0	9	1	-5	0
Cc1nc([N+](=O)[O-])cn1CCC#N	-1	-4	-2	7	3	4	0	3	6
O=C(O)C1CCCN1c1ncccc1[N+](=O)[O-] (centres undefined)	-5	-9	-3	7	-7	-2	-3	-8	4
CCOP(=O)(OCC)C(NC(C)=O)C(=O)c1ccccc1 (centres undefined)	-7	2	1	4	-1	-3	-5	0	7
O=C(/C=C/c1ccc(Br)cc1)N1CCN(c2cccc(C(F)(F)F)c2)CC1	78*	7	-1	-2	-4	-3	46*	-15	3
COC(=O)c1ccc(/C=N/Nc2nc(N3CCCCC3)nc(N3CCCCC3)n2)cc1	-1	5	1	1	-1	3	-2	-2	9
COc1ccc(-n2nc3cc(C)c(NC(=O)c4cccnc4)cc3n2)cc1	4	9	1	12	1	7	2	1	5
COc1ccc(OC)c2sc(NC(=O)c3cccc(N4C(=O)CCC4=O)c3)nc12	6	7	11	9	0	6	5	0	5
O=C(NCc1ccccc1)C1=C[C@@H](c2ccc(Br)cc2)C[C@@H](OCCCCO)O1	1	6	14	-1	-4	11	-2	5	6
CC(C)c1ccccc1NC(=O)C1C2C=CC(C2)C1C(=O)O (centres undefined)	-3	2	4	1	-5	3	-2	2	7
O=C(OCC(=O)N1CCN(c2ccccc2)CC1)c1ccncc1	1	25	-6	.	-4	5	-2	5	8
c1ccc2cc(-c3cc4ccccn4c3)ccc2c1	-1	29	28*	5	0	5	-2	15	9
O=C(O)CC1Sc2nc3ccccc3n2C1=O (centres undefined)	0	6	2	3	-7	-4	0	2	3
COC(=O)C1=C(C)NC(C)=C(C(=O)OC)C1c1ccccc1[N+](=O)[O-]	-2	18	-4	15	-6	-5	-3	-195	9
COc1ccc(NC(=O)Cn2nc3n(c2=S)CCC3)cc1	2	5	0	7	0	0	1	4	1
CCOC(=O)C1=C(C)NC(=O)NC1c1ccc(N2CCC(c3ccccc3)=N2)cc1 (centres undefined)	-12	2	-5	-14	-25	-8	-4	-11	-7
Cc1cccc(NC(=S)NC2CC3CCCC(C2)N3Cc2ccco2)c1 (centres undefined)	2	17	-5	8	2	3	3	8	9
CC(=O)c1ccc(S(=O)(=O)NCCc2cn3ccc(C)cc3n2)cc1	-1	3	8	3	-2	5	-5	2	4
OC(CON=C1c2ccccc2-c2ccccc21)CN1CCNCC1 (centres undefined)	-1	-16	2	-3	0	0	-1	5	11
CCCNC(=O)COC(=O)c1ccccc1C(=O)c1ccc(Cl)c([N+](=O)[O-])c1	7	3	2	11	2	2	4	11	-1
CC(C)(C)C(=O)NC1=NCCS1	7	19	9	-2	-3	5	6	-1	11
CCOC(=O)N1CCN(C(=O)COC(=O)COc2c(C)cc(C)cc2C)CC1	-6	-2	3	-4	-4	0	-1	-1	-1
O=C(Nc1nnc(SCc2c(Cl)cccc2Cl)s1)C1CC(=O)N(c2ccc3c(c2)OCCO3)C1 (centres undefined)	8	-3	32*	1	2	-1	0	21	3
O=C1CC(c2nc3ccccc3[nH]2)CN1Cc1ccccc1 (centres undefined)	2	13	7	-1	2	1	1	5	11
Cc1ccc(SCc2ccc(C(=O)Nc3cccnc3)cc2)cc1	4	2	6	2	-2	18	-4	0	5
CSc1nc2ccccc2c(=O)n1C1CCCCC1	13	4	2	2	-2	7	4	2	10
O=C(COC(=O)c1cc(S(=O)(=O)N2CCOCC2)ccc1F)NCCc1ccc(F)cc1	.	4	4	.	-1	8	.	1	12
Nc1cc(=O)[nH]c(SCC(=O)Nc2ccc(S(=O)(=O)N3CCOCC3)cc2)n1	-6	6	3	1	-3	1	-9	-12	0
COc1ccc(C(C#N)N2N=C(C)CC2(C)C)cc1 (centres undefined)	-3	-1	1	8	3	1	-3	-1	4
COc1ccc(N/C=C/C(=O)c2ccc(Oc3ncccn3)cc2)cc1	-1	14	2	1	-2	1	-1	1	-3
O=C(NCc1ccco1)Nc1ccc2nsnc2c1	-11	-5	-2	5	-22	-2	-2	5	5
Cn1cccc1P(=O)(c1cccn1C)c1cccn1C	-4	-2	-6	-2	3	-3	-1	2	9
Cc1ccc(C(=O)N/C(=C/c2ccc(Cl)cc2)C(=O)Nc2cccc(C(=O)O)c2)cc1	0	14	2	-1	-1	5	9	-5	5
COc1ccc(NS(=O)(=O)c2ccc(OC)c(N(C)S(=O)(=O)c3ccc(Cl)cc3)c2)cc1	-7	24	28*	24	2	1	-6	-2	-5
C#CCOCCOCCOCCNc1nc(N2CCN(C(=O)[C@H](CCCN=C(N)N)n3cc(C(N)[C@H](C)CC)nn3)CC2)nc(N2CCN(C(=O)[C@H](CCCN=C(N)N)n3cc(C(N)[C@@H](C)CC)nn3)CC2)n1 (some centres undefined)	.	44*	1	.	-4	10	.	-2	4
COc1ccc(N(CC(=O)NC2CCCCC2)C(=O)CCCC(=O)Nc2ccccn2)c(OC)c1	-3	26	4	8	3	-2	-2	4	-3
Cc1cccc(Nc2nnc(SCc3cc(=O)n4cc(C)ccc4n3)s2)c1	3	8	4	4	4	4	4	2	-3
CCOC(=O)CSc1nnc(CSc2nc3sc4c(c3c(=O)[nH]2)CCC4)n1-c1ccccc1	57*	23	8	-40	-3	3	6	1	3
N#CCCN1CCN(C(=S)c2ccc(-c3ccc(Cl)c(Cl)c3)o2)CC1	0	-24	9	0	-1	1	-3	-6	7
COc1ccc(CN2CCN(C(=O)C3CCN(C(=O)Nc4ccccc4)CC3)CC2)cc1OC	.	11	0	.	4	-4	.	5	6
